# MEKK2 mut-MEK5 – signal of MEK5 binding to mutant human MEKK2 PB1 domain. bead flow cytometry, Alexa488-MEK5 binding to MEKK2 mutant. percent response, % at 10 µM. 0.35% of 290,000 active. AID 1530; in the data active = percent response above about 24%, passing the limit was not always enough; also: inactives centre near 1; some results filed as inactive read as strong as hits; reference of the scale not given here
# UBC9 SUMO inh – inhibitors of human SUMOylation (UBC9); P63279; 0.36% of 290,000 active; inhibition, % at 35 µM; HTRF SUMOylation assay, SAE1/SAE2 + UBC9, in vitro; AID 2006; in the data active = inhibition above about 50%, passing the limit was not always enough; also: strong numbers were not always called active
# pCIP destab – p/CIP protein destabilization | Q05BA5 | 0.01% of 290,000 active | decrease of EGFP signal, % at 10 µM | AID 1984 | F442A p/CIP-EGFP cells, EGFP fluorescence, 16 h;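 active = EGFP signal decrease of at least 30% at 10 µM or well 3 SD below plate mean, unless failing retest; inactive = the rest, including hits failing retest or dose response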; also: some compounds called inactive have numbers as strong as hits; many of its hits are not listed in these tables
# NALP1 yeast inh – inhibitors of NALP1 inflammasome in yeast. S. cerevisiae NALP1/ASC/caspase-1 growth, X-gal OD620, 72 h. inhibition, % at 10 µM. 0.61% of 280,000 active; in the data active = inhibition mostly above about 24%, no sharp cut-off; inactive = mostly below about 32%; also: some compounds called inactive have numbers as strong as hits
# MEKK2wt PB1 HTS – raises or lowers MEK5 binding to wildtype human MEKK2 PB1 domain. Q9Y2U5. bead flow cytometry, Alexa488-MEK5 binding to MEKK2 WT; actives lie on both sides. binding response (% of control), % at 10 µM. 1.1% of 290,000 active. AID 1531; in the data active = binding response below about 67% or above about 130%
# MEKK3 PB1 HTS – MEKK3-MEK5 PB1 interaction, increase or decrease; bead-based flow cytometry, Alexa488-MEK5 binding to MEKK3; actives lie on both sides; 0 = blocked by unlabeled MEK5, 100 = vehicle; binding response (% of control), % at 10 µM; 1.4% of 290,000 active; Q99759;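 active = binding response more than 3 SD above or below the average of its plate-row segment, actives on both sides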;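 also: Alexa488 bead fluorescence after subtracting the streptavidin-only scavenger bead signal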
# IDE act – activators of human insulin-degrading enzyme in cells. activation, % at 5.96 µM. 0.073% of 340,000 active. HEK cells, FAbeta-B cleavage, fluorescence polarization; 0% vehicle, 100% cell-free pure enzyme wells. P14735;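 active = activation above the mean of all tested compounds plus 3 SD, set per screening campaign, cut at about 17% in these data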
# Target sequence (P14735 whole entry, looked up): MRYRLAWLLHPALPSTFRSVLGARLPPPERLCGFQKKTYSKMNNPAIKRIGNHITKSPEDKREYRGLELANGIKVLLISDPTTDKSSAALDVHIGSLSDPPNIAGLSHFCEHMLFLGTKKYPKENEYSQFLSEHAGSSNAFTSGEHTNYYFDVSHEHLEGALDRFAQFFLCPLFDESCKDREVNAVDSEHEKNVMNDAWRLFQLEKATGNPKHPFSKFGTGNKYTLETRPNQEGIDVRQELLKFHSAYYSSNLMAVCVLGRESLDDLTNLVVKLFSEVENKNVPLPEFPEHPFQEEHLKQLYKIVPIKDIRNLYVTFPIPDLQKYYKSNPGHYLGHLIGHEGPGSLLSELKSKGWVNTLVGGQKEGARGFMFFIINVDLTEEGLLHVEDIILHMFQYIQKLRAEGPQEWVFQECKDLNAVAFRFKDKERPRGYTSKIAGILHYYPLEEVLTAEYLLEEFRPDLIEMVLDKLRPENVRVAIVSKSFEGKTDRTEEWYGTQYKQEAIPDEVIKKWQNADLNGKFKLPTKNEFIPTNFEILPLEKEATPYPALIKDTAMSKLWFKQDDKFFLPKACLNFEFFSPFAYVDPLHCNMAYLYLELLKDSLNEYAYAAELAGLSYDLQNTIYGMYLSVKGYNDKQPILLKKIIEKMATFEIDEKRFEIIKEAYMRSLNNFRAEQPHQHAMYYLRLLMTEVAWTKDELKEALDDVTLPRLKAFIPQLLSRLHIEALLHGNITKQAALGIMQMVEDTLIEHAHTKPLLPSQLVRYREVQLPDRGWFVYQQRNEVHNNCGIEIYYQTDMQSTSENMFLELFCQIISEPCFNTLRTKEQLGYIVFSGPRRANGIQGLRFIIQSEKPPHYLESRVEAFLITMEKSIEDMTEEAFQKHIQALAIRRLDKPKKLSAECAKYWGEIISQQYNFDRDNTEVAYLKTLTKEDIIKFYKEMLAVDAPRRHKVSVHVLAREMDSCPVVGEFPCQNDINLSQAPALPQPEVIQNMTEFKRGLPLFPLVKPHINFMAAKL
# M18AAP inhibitor – PfM18AAP enzyme inhibition; recombinant PfM18AAP, H-Glu-NHMec fluorogenic cleavage; inhibition, % at 7.35 µM; 1.2% of 290,000 active;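 active = inhibition above the campaign mean inhibition over all tested compounds plus 3 SD, cut at about 28% in these data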;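 also: 0% = plate median of test compound wells and 100% = 2 mM ZnCl2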
# IDE inh – inhibitors of human insulin-degrading enzyme in cells; AID 434962; inhibition, % at 5.59 µM; HEK cells, FAbetaB cleavage, fluorescence polarization; 0.41% of 320,000 active;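 active = percent inhibition above the average of all tested compounds plus 3 SD, set per screening campaign, cut at about 16% in these data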;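 also: IDE supplied by intact live HEK cells; FP after avidin binding of uncleaved biotin substrate so inhibition keeps polarization high; 0% = DMSO wells and 100% = 60 µM reference IDE inhibitor Ii1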
# * hit, by the source's call; / = no result given; [ ] = dose if it differs, or a comment. The list is partial; the hit share may differ from the screen's.
MEKK2 mut-MEK5	UBC9 SUMO inh	pCIP destab	NALP1 yeast inh	MEKK2wt PB1 HTS	MEKK3 PB1 HTS	IDE act	M18AAP inhibitor	IDE inh	Compound
17.0	-30.1	-1.5	-0.1	107.0	106.0	1.9	0.0	2.9	CC(C)C(c1nnnn1Cc1ccco1)N1CCC(C(N)=O)CC1 (stereo not given)
-2.0	7.9	-1.7	19.0	76.0	96.0	3.5	4.0	2.9	COc1ccc(-c2cc(-c3cccs3)nc3sc(C#N)c(N)c23)cc1
-8.0	18.4	-28.0	-3.7	92.0	99.0	/	0.2	0.8	O=C(O)c1ccc(Nc2ncc([N+](=O)[O-])cc2[N+](=O)[O-])cc1
9.0	-5.1	-11.6	26.6	108.0	104.0	-3.2	-0.9	-3.1	CC(C)(C)CN1CCN(Cc2nc(-c3ccc(F)cc3)cs2)CC1CCO (stereo not given)
1.0	3.2	4.7	-11.5	99.0	102.0	-3.4	-1.6	-0.8	CCOC(=O)Cn1c(=O)cc(C)c2ccccc21
2.0	-1.9	-10.0	7.2	104.0	105.0	2.5	-2.1	2.3	CN(CCCNC(=O)COc1cc(=O)n(C)c2ccccc12)Cc1ccccc1
1.0	20.9	-8.4	13.2	101.0	97.0	0.1	4.0	-0.7	CCN1C(=O)/C(=C/N(C(C)=O)c2ccccc2)N(c2ccccc2)C1=S
2.0	30.1	-9.0	-3.1	99.0	107.0	-3.0	1.6	0.7	Cn1ncc(N=Cc2c(O)ccc3ccccc23)c1C(=O)Nc1cccc(Cl)c1
8.0	7.6	-13.7	-13.2	101.0	106.0	-2.7	1.8	6.8	COCC(=O)Nc1ccc(N2CCN(c3ccccc3)CC2)c(F)c1
-7.0	8.6	3.5	8.5	92.0	91.0	-0.8	-7.3	-0.5	O=C(O)c1ccc2c(c1)ncn2C1CCCC1
6.0	7.3	-12.6	6.3	100.0	93.0	-3.2	1.4	0.6	C=CCNc1nc(Cl)nc(Nc2ccccc2)n1
-2.0	52.2	-20.7	23.9	95.0	101.0	-4.4	33.2*	4.5	O=C1CC(c2ccco2)CC(O)=C1C=Nc1cc(Cl)ccc1O (stereo not given)
0.0	-6.8	-14.0	-10.3	101.0	107.0	-2.7	72.7*	-4.3	COc1cccc(C(=O)NC(=S)Nn2cnnc2)c1OC
-5.0	28.1	-2.4	-12.3	101.0	103.0	-1.1	-1.9	1.2	O=C(NC1CCCCC1)n1c(=O)oc2ccccc21
-2.0	-1.2	0.1	6.0	97.0	100.0	0.8	2.3	3.5	CCN(CC)S(=O)(=O)c1cc(NC(=O)Cc2ccsc2)ccc1C
0.0	23.2	-14.6	-5.0	95.0	104.0	2.5	-1.4	2.7	Cn1cc(CCC(=O)N2CCCC(C(=O)c3cccc4ccccc34)C2)cn1 (stereo not given)
-5.0	21.5	-1.2	-6.1	96.0	94.0	0.6	0.8	-4.4	Cc1ccc(-c2nc(CSCC(=O)N3CCOCC3)c(C)o2)cc1
-9.0	-6.4	-2.9	-4.6	83.0	79.0*[inhibitor]	3.0	-2.4	2.9	COc1ccccc1NC(=O)C(C/C=C(\C)Cl)C(C)=O (stereo not given)
0.0	-1.5	-9.0	28.2	100.0	127.0	4.0	9.4	0.4	O=C(CSc1nc2ccccc2[nH]1)N/N=C/C=C/c1ccccc1[N+](=O)[O-]
0.0	2.7	-5.9	14.1	100.0	100.0	-5.6	-6.0	2.4	Cc1nonc1CC(=O)NC1CCCc2c1cnn2-c1ccc(F)cc1F (stereo not given)
-2.0	-2.5	0.4	11.7	91.0	95.0	5.9	-0.5	4.0	COc1ccc(OC(=O)c2cc3ccccc3o2)cc1
-5.0	9.0	2.0	12.7	96.0	101.0	7.0	1.4	4.4	CSc1ncccc1C(=O)Nc1nccs1
-1.0	13.4	-7.1	30.6	110.0	103.0	-3.9	-5.8	-3.7	c1ccc(SCCOCCN2CCc3ccccc3C2)cc1
-2.0	1.8	-17.0	-13.6	97.0	104.0	2.8	11.5	-1.4	CC1(C)C2CC=C(/C=N/NC(=S)Nc3cccnc3)C1C2 (stereo not given)
-1.0	15.1	-9.8	-8.5	97.0	96.0	3.6	2.9	-2.1	Cn1c(CNC(=O)c2ccco2)nnc1SCC(=O)N1CCN(c2ccccc2)CC1
-5.0	6.7	-6.2	18.5	90.0	101.0	2.0	-1.6	-2.4	NC(=O)CC(NC(=O)Cc1cccc2ccccc12)c1ccc(N2CCCCCCC2)c([N+](=O)[O-])c1 (stereo not given)
2.0	2.2	-4.9	-22.3	107.0	102.0	4.6	-1.2	3.1	C=CCN(CC=C)CCOc1ccc2ccccc2c1
0.0	-2.1	2.6	-3.5	104.0	102.0	1.4	-4.9	10.0	O=C(O)c1ccccc1-c1ccccc1C(=O)Nc1ccccc1-c1ccccc1
-1.0	16.9	-5.3	5.2	108.0	109.0	3.4	2.0	5.6	O=C(O)Cc1cn(Cc2ccc(F)cc2)c2ccccc12
6.0	4.4	7.1	18.9	110.0	108.0	-1.9	-2.2	6.4	CN(CCOCCOc1ccc(F)cc1)Cc1ccccc1

# Quoted at random: 4 records from the list
MEKK2 mut-MEK5	UBC9 SUMO inh	pCIP destab	NALP1 yeast inh	MEKK2wt PB1 HTS	MEKK3 PB1 HTS	IDE act	M18AAP inhibitor	IDE inh	Compound
0.0	-1.5	-9.0	28.2	100.0	127.0	4.0	9.4	0.4	O=C(CSc1nc2ccccc2[nH]1)N/N=C/C=C/c1ccccc1[N+](=O)[O-]
-2.0	-2.5	0.4	11.7	91.0	95.0	5.9	-0.5	4.0	COc1ccc(OC(=O)c2cc3ccccc3o2)cc1
0.0	23.2	-14.6	-5.0	95.0	104.0	2.5	-1.4	2.7	Cn1cc(CCC(=O)N2CCCC(C(=O)c3cccc4ccccc34)C2)cn1 (stereo not given)
-1.0	13.4	-7.1	30.6	110.0	103.0	-3.9	-5.8	-3.7	c1ccc(SCCOCCN2CCc3ccccc3C2)cc1

# (further entries)
MEKK2 mut-MEK5	UBC9 SUMO inh	pCIP destab	NALP1 yeast inh	MEKK2wt PB1 HTS	MEKK3 PB1 HTS	IDE act	M18AAP inhibitor	IDE inh	Compound
-3.0	25.1	-5.1	6.9	98.0	100.0	-1.0	-6.0	0.6	CCOc1ccccc1NC(=O)CCSc1nc2n[nH]c(C)c2c(=N)n1-c1ccccc1Cl
-17.0	26.6	-12.5	-3.1	68.0	73.0	5.2	3.2	8.7	CC(=O)Nc1ccc(-n2nnnc2SCC(=O)NCc2cccs2)cc1
-1.0	14.2	-15.8	-14.0	102.0	101.0	-7.3	18.8	10.4	CCCCOc1ccc(Cc2n[nH]c(=S)n2N)cc1
-1.0	2.4	-10.7	10.0	96.0	94.0	4.6	-7.7	-0.2	Cc1cccn2c(CNCC3OCCc4ccccc43)c(C(=O)N3CCCCC3)nc12 (stereo not given)
-2.0	12.6	9.9	9.0	102.0	105.0	-2.0	-1.4	-1.9	CC(=O)C(Sc1ccc2nnc(-c3cccnc3)n2n1)C(C)=O
-4.0	-1.1	6.5	-4.4	95.0	97.0	5.7	2.3	-0.8	COc1cccc(CN(C)C(=O)c2cccnc2SC)c1OC
2.0	4.1	-2.9	4.3	98.0	100.0	6.1	-2.7	3.4	CCOc1c(CNCCN2CCOCC2)cccc1OC
12.0	-4.8	1.4	1.4	105.0	105.0	8.8	-0.9	3.9	Nc1ccc(S(=O)(=O)N2CCc3ccccc32)cc1
3.0	7.3	7.8	10.0	100.0	103.0	0.1	3.8	-4.8	CS(=O)(=O)N1CCN(C(=O)c2ccc(Br)s2)CC1
1.0	27.1	-10.3	7.9	102.0	102.0	-0.8	4.8	-1.8	COc1cc(Cl)c(C)cc1NC(=O)CSc1sc2c(O)cc(=O)[nH]c2c1C#N
/	8.7	-8.4	10.8	/	/	-0.7	-0.1	0.4	COc1ccc(N(C)C(=O)c2cnc(N3CCN(c4ncccn4)CC3)c3ccccc23)cc1
3.0	14.9	3.4	3.0	106.0	97.0	3.8	-1.0	3.3	CC(C)(C)S(=O)(=O)c1c(C(=O)O)cccc1C(=O)O
2.0	12.5	-1.7	-6.5	101.0	96.0	0.6	-0.3	-4.6	Cc1ccccc1OCc1nnc(SCC(=O)NCc2ccccc2)n1C
2.0	-7.1	-3.9	-19.6	95.0	95.0	-5.1	22.3	5.6	NC(=O)c1c(N)sc2c1CCCCC2
-3.0	-4.3	-8.9	0.5	112.0	113.0	1.9	-1.1	1.1	COc1ccc(NC(=S)N(CCc2c(C)[nH]c3ccc(C)cc23)Cc2cccs2)cc1
10.0	16.5	-6.9	22.7	123.0	109.0	-5.1	-10.3	3.4	CCOC(=O)c1cc(-c2ccc(C)cc2)n(CCC(=O)NCCN(C)C)c1C
0.0	-26.7	-1.6	6.7	90.0	97.0	2.2	-1.6	-2.1	Cc1ccc(C)c(NS(=O)(=O)c2cc(C(=O)Nc3ccccc3-c3ccccc3)ccc2C)c1
/	-10.5	-0.7	28.1	/	/	-3.6	6.2	-3.2	CCC(C)N1C(=O)CCC1C(=O)N1CCN(c2ccc(F)cc2)CC1 (stereo not given)
-24.0	32.8	7.8	3.6	72.0	76.0	-3.1	3.5	1.6	O=C1NC(=O)/C(=C\c2ccccc2OCc2ccccc2)S1
0.0	10.9	-13.6	43.3	105.0	91.0	/	-2.4	-6.5	CC(C)(C)NCCCOc1ccc(Cl)cc1C(C)(C)C
1.0	-8.1	-0.7	-22.0	101.0	102.0	/	-0.6	2.3	CN(C(=O)Nc1ccc(Cl)cc1)n1cnc2ccccc2c1=O
18.0	22.5	5.5	25.9	117.0	108.0	0.9	-1.6	2.5	CCN1CCC(Nc2ccnc3cc(Cl)ccc23)CC1
-1.0	4.3	11.9	19.8	101.0	102.0	2.1	3.7	-3.9	O=C(COC(=O)CCC(=O)c1ccc(Cl)cc1)NCc1ccco1
4.0	1.9	2.3	7.0	96.0	99.0	5.3	15.2	5.6	NCCc1nnc(SCc2ccc(F)cc2)o1
4.0	20.9	-21.3	28.0*	104.0	103.0	-0.7	-12.0	-1.6	CC1=CC(C)(C)N(C(=O)CCl)c2ccccc21
-14.0	14.8	-0.8	-3.9	71.0	76.0	1.2	6.9	3.6	O=C(O)CN1C(=O)C2C3CC(C2C1=O)C1C(c2ccc(Cl)cc2)c2sc(=O)[nH]c2SC31 (stereo not given)
1.0	5.3	-2.3	-10.1	103.0	100.0	6.3	4.3	1.3	COc1ccc(C2=NS(=O)(=O)N(C)C(C(=O)NC3CCCCC3)=C2)cc1
0.0	14.0	-2.6	0.0	97.0	98.0	-3.7	-4.5	-1.3	CCOC(=O)N1CCN(C(=O)CNS(=O)(=O)c2c(C)cc(C)cc2C)CC1
-9.0	12.3	0.5	0.9	88.0	96.0	0.0	2.2	4.9	CCc1nnc(NC(=S)Nc2ccccc2)s1
5.0	6.8	9.5	3.3	104.0	102.0	1.1	2.5	/	COc1ccccc1/C=N\NC(=O)c1c(C)nc2ccc(Cl)cn12
/	-9.4	4.5	-19.0	/	/	1.4	2.1	0.1	Cn1c(SCC(=O)NCc2ccccc2)nc2ccccc21
1.0	-4.0	-0.9	-30.3	104.0	100.0	0.6	0.5	-0.7	COCCC1CCCCN1C(=O)c1cccc(OC2CCN(C3CCCC3)CC2)c1 (stereo not given)
0.0	-8.7	4.1	15.3	99.0	101.0	5.0	12.1	1.3	Cn1c(COc2ccccc2Br)nc2ccccc21
-20.0	5.1	-1.5	37.8	104.0	95.0	0.1	3.0	-0.5	CC(C)(C)C(=O)Nc1cccc(-c2cc(-c3c(Cl)cccc3Cl)no2)c1
-4.0	12.6	-19.3	8.0	92.0	98.0	-1.1	-13.5	0.8	O=C(Nc1ccc(N2CCOCC2)cc1)C1CC(=O)N(c2ccccc2)C1 (stereo not given)
0.0	-1.2	-0.8	13.9	98.0	99.0	-1.7	0.9	1.8	Cc1onc(-c2ccccc2Cl)c1C(=O)N1CCOC12CCN(c1cccc(F)n1)CC2

# Assay outcomes (PubChem BioAssay)
